Source: PubChem
HepG2 tox: HepG2 cytotoxicity, counter-screen for TGF-b inhibitors; HepG2 CAGA-GFP viability, ATP luminescence, 18 h; Potency, µM (top dose mostly 46.1 µM), inactives show top-dose activity change, negative = cytotoxicity, most hits filed as cytotoxic; 410,000 tested, 0.76% active; also: potency is read from the fitted curve at half-maximal effect; some results filed as inactive show a strong effect at the top dose
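CellTiter-Glo luminescence gave cytotoxicity after 18 hours at 37 degrees C. The cells were HepG2 CAGA-GFP in 1% FBS DMEM, stimulated with 500 pg/mL TGF-beta after compound addition. %Activity was normalised to no-cell wells (complete cell-killing) and DMSO (no toxicity), and curves were fitted and classified.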
HT1080-NT tox: kills 2HG-producing HT-1080-NT fibrosarcoma cells | 360,000 tested, 1.6% active | Potency, µM (doses to about 46.1 µM), inactives show at the highest dose activity, negative = less viability, usual class: cytotoxic | AID 686970 | HT-1080-NT fibrosarcoma viability, CellTiter-Glo ATP luminescence, 48 h;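 also: NT is the 2HG producing partner of a matched IDH1 knockdown line; potency is read from the fitted curve at half-maximal effect; 0% = DMSO-treated cells and -100% = media-only wells without cells; nearly all actives have a fitted effect of over 55% in size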
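Read-out is CellTiter-Glo luminescence after 10 minutes at room temperature, following 48 hours' compound treatment of HT-1080-NT cells (750 cells/well, RPMI, 5% FBS, 37 degrees C).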
ATXN2 expr inh: reduces ATXN2 reporter expression in HEK-293 cells; HEK-293 ATXN2-luciferase reporter, luminescence, 24 h; Potency, µM (doses to about 57 µM), inactives show at the top dose activity change, negative = inhibition, hits mostly inhibitors; 360,000 tested, 0.72% active; AID 1745845; also: potency is read from the fitted curve at half-maximal effect; % is scaled to controls: 0 for no effect and ±100 for the full control effect; nearly all actives have a fitted effect of over 55% in size
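qHTS (up to 57 uM final) was run with 24 h compound exposure of reporter cells at 37 °C. Each well was multiplexed: SteadyGlo luminescence measured ATXN2-luciferase expression after a fluorogenic Gly-Phe-AFC viability readout (25 uM final).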
HT1080 IDH1KD tx: kills HT-1080 cells with IDH1 knockdown; HT-1080 IDH1 knockdown viability, ATP luminescence, 48 h; Potency, µM (series often up to 46.1 µM), for inactives: top-dose activity, negative = toxicity, actives largely listed as cytotoxic; 360,000 tested, 2% active;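 also: potency is read from the fitted curve at half-maximal effect; 0% = DMSO wells and -100% = cell-free medium wells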
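After a 2 h attachment period, IDH1KD HT-1080 cells took pin-transferred compound for 48 h at 37 °C; ATP-based luminescence after 10 min room-temperature reagent incubation reported viability.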
KB-3-1 cytotox: kills parental KB-3-1 adenocarcinoma cells | KB-3-1 viability, CellTiter-Glo ATP luminescence, 72 h | Potency, µM (titrated, usually from 46.1 µM), without a hit: top-dose activity change, negative = cytotoxic, usual class: cytotoxic | 400,000 tested, 1.4% active | AID 1347075; also: potency is read from the fitted curve at half-maximal effect; % is scaled to controls: 0 for no effect and ±100 for the full control effect; nearly all actives have a fitted effect of over 60% in size
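Cytotoxicity measured as CellTiter-Glo luminescence after 72 h at 37 C. Compound titrations were pinned onto drug-naive KB-3-1 parental adenocarcinoma cells grown in DMEM with 10% FBS, and normalized data fitted to concentration-response curves.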
MCF10A rerep: induces DNA re-replication in MCF 10a normal breast cells; MCF 10A DNA re-replication, Hoechst nuclear intensity, 48 h; Potency, µM (highest dose often 46.1 µM), for the others: top-dose activity, positive = re-replication, hits mostly activators; 350,000 tested, 2.9% active; also: potency is read from the fitted curve at half-maximal effect; % of control where 0% means no effect; nearly all actives have a fitted effect of over 50% in size
IL-1B inflam inh: inhibitors of inflammasome signaling (IL-1 beta secretion) | THP-1 LPS/ATP IL-1B secretion, AlphaLISA, 16 h; hits give low values | activity change, % at 57.5 µM | 360,000 tested, 4.7% active; in the data active = activity change below about -50%; inconclusive = mostly about -30% to -49%; also: % is scaled to controls: 0 for no effect and ±100 for the full control effect
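THP-1 cells pretreated 1 hr with compounds (up to 57.5 uM final), then stimulated with LPS (250 ng/mL final) plus ATP (1.25 mM final); secreted IL-1B measured by AlphaLISA after 16 hr, decreased signal indicating inhibition.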
S2 tox: viability counter-screen for ATXN expression inhibitors; Potency, µM (titrated, usually from 56.7 µM), actives largely listed as cytotoxic; S2 cells (HEK-293 line with an ATXN2-luciferase reporter) viability, CellTiter-Fluor protease fluorescence, 24 h; 400,000 tested, 0.49% active; AID 651635; also: potency is read from the fitted curve at half-maximal effect; nearly all actives have a fitted effect of over 40% in size
SW480 rereplic: DNA re-replication induction in SW480 cells; SW480 DNA re-replication, Hoechst DNA content imaging, 48 h; Potency, µM (series often up to 46.1 µM), for inactives: at the top dose re-replication activation, actives largely listed as activators; 340,000 tested, 1.8% active; AID 624297; also: potency is read from the fitted curve at half-maximal effect; % of control where 0% means no effect; nearly all actives have a fitted effect of over 55% in size
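Per well, 250 cells were exposed to pinned compound for 48 hr. Nuclear DNA was visualised with Hoechst (40 min, 37 C) and total object intensity recorded by fluorescence scanning.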
Active calls of the source: *; i = inactive; ? = inconclusive; . = not tested or not shown; & = joins results of further samples; [ ] = remark or other dose. Unless noted, calls follow the shape of the dose curve; as a rule, active = well fitted curve in the direction sought with a large enough effect; inconclusive = small, poorly fitted or top-dose-only effect, or another doubt; inactive = no such curve, though single readings can be large; an effect the other way counts as inactive or inconclusive.

Below each SMILES – HepG2 tox | HT1080-NT tox | ATXN2 expr inh | HT1080 IDH1KD tx | KB-3-1 cytotox | MCF10A rerep | IL-1B inflam inh | S2 tox | SW480 rereplic
- OC1c2cc(Cl)cc(Cl)c2N=C2CCCN21 (configuration not stated)
  -14% | -2% | -16% | -2% | -2% | . | 41 | i | .
- CC(C)CCn1c(Oc2ccccc2Cl)nc2c1c(=O)n(C)c(=O)n2C
  -8% | ? | 6% | ? | -6% | ? | -2 | i | 9%
- C[C@@H]1CN([C@@H](C)CO)C(=O)CCCn2nncc2CO[C@@H]1CN(C)C(=O)Nc1ccc(C(F)(F)F)cc1
  1% | 12% | 4% | 14% | ? | . | 28 | i | .
- C=C1CCC2C(C)(C)[C@@H](O)CC[C@@]2(C)[C@@H]1COc1ccc2ccc(=O)oc2c1 (some centres not stated)
  -89% | -22% | . | ? | ? | ? | 31 | ? | ?
- O=C(CNC(=O)c1ccccc1F)OCCOc1cccc(Cl)c1
  -3% | 8% | 5% | 1% | 15% | -8% | 19 | i | ?
- COc1ccc(NC(=O)COC(=O)c2c3c(nc4ccccc24)CCCC3)cc1
  -23% | -14% | ? | ? | ? | ? | ? | i | 0%
- COc1ccc(NS(=O)(=O)c2ccc(NC(=O)CCNS(=O)(=O)c3ccc(C)cc3)cc2)cc1
  -19% | -8% | -4% | -4% | -15% | 12% | 1 | i | 8%
- O=C(NCc1nc2ccccc2[nH]1)c1ccc([N+](=O)[O-])cc1
  7% | 11% | -1% | 18% | -6% | -1% | 3 | i | -12%
- OC(COC(c1ccccc1)c1ccccc1)CN1CCN(c2cccc(Cl)c2)CC1 (configuration not stated)
  -13% | -11% | -12% | ? | 3% | ? | ? | ? | 25%
- Cc1ccc(N/C=C/c2onc(C)c2[N+](=O)[O-])cc1
  -15% | -5% | . | 2% | -11% | 3% | 3 | i | -2%
- CCOc1nc(NC(=O)NS(=O)(=O)Oc2ccccc2)nc(-c2ccccc2)n1
  6% | . | 24% | . | 16% | . | . | i | .
- CN(C)CCN(Cc1ccccc1)S(=O)(=O)c1ccc2c(c1)n(C)c(=O)c(=O)n2C
  -3% | 2% | 3% | 0% | 13% | -8% | 5 | i | -6%
- COc1ccc(C(CC(=O)O)N2Cc3ccccc3C2=O)cc1 (configuration not stated)
  5% | -9% | -12% | -1% | ? | 3% | 4 | i | -18%
- CC(C)c1ccc(NC(=O)Cc2ccc(NC3=NC4CS(=O)(=O)CC4S3)cc2)cc1 (configuration not stated)
  17% | 5% | 39%[activator] | -1% | 24% | 0% | 27 | i | -17%
- CCN(CCn1cccn1)C(=O)c1cc(COc2ccc(F)cc2Cl)on1
  6% | -11% | 6% | -10% | -12% | 0% | -12 | i | 2%
- O=C(COC(=O)c1cc(=O)[nH]c2ccccc12)Nc1cccc(S(=O)(=O)N2CCOCC2)c1
  -19% | -1% | -27% | 1% | 14% | -3% | -9 | i | -7%
- COCCCNC(=O)c1sc2ncnc(N3CCc4ccccc4C3)c2c1C
  -29% | -7%[9.24 µM] | -32% | ? | ? | 15µM* | -19 | i | 21µM*
- CC(=O)N1CCN(c2ccc(NC(=O)c3ccco3)cc2Cl)CC1
  -8% | -4% | 17% | -3% | 0% | 8% | -4 | i | -4%
- CCOc1ccc(Nc2oc(-c3cccc(Cl)c3)nc2C#N)cc1
  -16% | 19% | -26% | 6% | -3% | 16µM* | 7 | i | ?
- Cc1cccc(C(=O)NCC(=O)OCc2nnc(-c3ccccc3)o2)c1
  4% | -7% | 7% | 0% | 0% | 5% | 3 | i | -11%
- Clc1cccc(Cl)c1COn1nnc2ccccc21
  0% | ? | 38% | ? | 3% | ? | 17 | i | ?
- Fc1ccc(C2=NN(c3ccccc3)C(c3ccco3)C2)cc1 (configuration not stated)
  -37% | -14% | -34% | -13% | 4% | ? | -5 | i | 6.5µM*
- CCC(=O)Oc1ccc(-c2nc3ccccc3c(=O)o2)cc1
  -42% | . | 0% | . | 11% | . | . | i | .
- O=C(Nc1ccc(OC(=O)c2ccccc2)c(-c2nc3ccccc3s2)c1)c1ccccc1
  0% | -4% | -26% | -6% | 4% | 21µM* | 58 | i | ?
- COc1ccccc1Nc1ccc(C(=O)NC2CCCCC2)cn1
  -24% | 4% | 27% | -14% | 13% | 0% | ? | i | ?
- O=C(CN1c2ccccc2S(=O)(=O)c2ccccc21)NCc1ccccc1
  -11% | -1% | -11% | -5% | -6% | 26% | 0 | i | -9%
- CCOC(=O)c1c(CN(C)C)n(C)c2ccc(OC(C)=O)cc12
  4% | 9% | 2% | 8% | 19% | 2% | -3 | i | -1%
- C/C(=N\S(=O)(=O)c1ccc(C)cc1)N1CCCCC1
  -1% | 25% | 7% | 22% | -4% | -22% | -2 | i | 0%
- CN(C)c1ccc(C(CNC(=O)c2cccs2)N(C)C)cc1 (configuration not stated)
  4% | -2% | . | -5% | 0% | -7% | -9 | i | -3%
- COc1ccc(OC)c(NC(=O)CN(Cc2ccc(Cl)cc2)S(C)(=O)=O)c1
  5% | 1% | -17%[11.3 µM] | 0% | 5% | -9% | -20 | i | 0%
- COCCCn1c(SCc2cccc(Cl)c2)nc2c(sc3ccccc32)c1=O
  2% | . | 8% | . | -5% | . | . | i | .
- Cc1cccc(OCc2nnc(SCC(=O)Nc3ccc(C)c(C)c3)o2)c1
  -31% | 2% | -20% | 12% | 6% | 0% | 2 | i | 7%
- CCCOC(=O)c1ccc(Oc2coc3c(CN(CC)CC)c(O)ccc3c2=O)cc1
  -35% | 16% | -32% | 15% | -9% | 1% | -5 | . | 3%
- CCOc1ccc(-n2ccc(=O)c(C(=O)Nc3ccc(S(=O)(=O)N4CCOCC4)cc3)n2)cc1
  -15% | 5% | -6% | 10% | 8% | -1% | 25 | i | -15%
- C/C(=N\Nc1nnc(C)c(=O)[nH]1)C(=O)O
  7% | -7%[9.24 µM] | 4% | ? | 8% | 2% | 0 | i | 0%
- CCC(CC)COC(=O)C1=C(C)NC(=O)NC1c1ccc(N(C)C)cc1 (configuration not stated)
  7.9µM* | 1% | . | 0% | -7% | 0% | ? | i | 2%
- O=C(O)c1cc(Cl)ccc1-c1ccc(/C=C/c2cc(C(F)(F)F)[nH]c(=O)n2)o1
  4% | 6% | 2% | 16% | 19% | 18µM* | 15 | . | ?
- COc1ccccc1CCc1nnc(CCC(=O)NC(C)Cc2cccs2)o1 (configuration not stated)
  28% | 2% | . | 1% | 6% | -4% | 5 | i | 3%
- O=C(CSC(=S)N1CCCC1)Nc1ncc(Cl)cc1Cl
  -3% | 1% | -9% | 1% | 7% | 1% | 2 | i | 14%
- COc1cccc(C2NC(=O)CCC2[N+](=O)[O-])c1OC (configuration not stated)
  13% | 2% | 4% | 3% | 1% | -5% | 11 | i | 3%
- CCn1ccnc1CN(C)Cc1nc(-c2ccc3c(c2)OCO3)no1
  -24% | -1% | 2% | 1% | 4% | -12% | 2 | i | 2%
- C=CCN1CCN(C(c2cc(OC)ccc2OC)c2nnnn2CC2CCCO2)CC1 (configuration not stated)
  -12% | 7% | 6% | 5% | 2% | 2% | 15 | i | 1%
- Nc1c(-c2ccccc2)nc2ncccn12
  . | 20% | . | 23% | 0% | . | -14 | . | .
- OCCN=c1cc(-c2ccccc2)oc2ccc(Cl)cc12
  -29% | -30% | -9% | -26% | ? | ? | -70* | i | ?
- COC(=O)C[C@H]1c2cc(C(F)(F)F)ccc2S(=O)(=O)N1C(C)(C)C
  -42%&-47% | 19% | 2% | 5% | 17%&5% | 6% | 11 | i | -3%
- COC(=O)[C@@]12C[C@@H](CC(=O)NCC34CC5CC(CC(C5)C3)C4)C(=O)N(Cc3cccc4ccccc34)C1=CCC(C)(C)C2
  . | -22% | . | -12% | ? | . | -21 | . | .
- Cc1ccn2c(=O)c(C(=O)O)cnc2c1
  2% | ? | 8% | 13% | 2% | -16% | 30 | i | ?
- CCN(CC(=O)NCc1ccc(Cl)cc1)C(=O)NCc1ccc(Cl)cc1
  -23% | ? | -20% | -3% | -14% | -5% | -19 | i | -4%
- Cc1cccc(NC(=O)c2cc(-c3ccc(C)s3)nc3ccccc23)n1
  -25% | ? | -5% | ? | ? | ? | -9 | i | 45%
- Cc1cccc(NS(=O)(=O)c2ccc3[nH]c(=O)ccc3c2)c1C
  -11% | . | -10% | . | -4% | . | . | i | .

More results follow:
Below each SMILES – HepG2 tox | HT1080-NT tox | ATXN2 expr inh | HT1080 IDH1KD tx | KB-3-1 cytotox | MCF10A rerep | IL-1B inflam inh | S2 tox | SW480 rereplic
- C=CCn1c(Cc2csc(N)n2)nnc1SCC(=O)Nc1ccc(C(=O)OCC)cc1
  9% | 7% | 4% | -11% | 4% | 4% | -5 | i | 1%
- Cc1ccc(CSc2nc3[nH]ncc3c(=O)[nH]2)cc1
  -26% | -4% | 19% | -6% | -5% | 24% | -15 | i | 48%
- Cc1ccc(NS(=O)(=O)c2ccccc2)c([N+](=O)[O-])c1
  2% | 3% | -6% | 1% | 9% | -2% | 5 | ? | -6%
- COc1ccc(CNC(=O)CCNS(=O)(=O)c2ccc(Br)s2)cc1
  7% | -10% | -13% | -8% | -3% | 4% | -7 | i | -8%
- O=C(COC(=O)c1ncc(Cl)c(Cl)c1Cl)Nc1ccc(Cl)cn1
  1.4µM* | -7% | -7% | -1% | 0% | 0% | 4 | i | 2%
- COc1cccc(-c2nnc(SCC(=O)N3CCCC3=O)n2-c2ccccc2)c1
  6% | -3% | 14% | 8% | 11% | 3% | 17 | i | -11%
- O=C(Nc1ccon1)c1cccc(Cl)c1
  -1% | 25% | -3% | 22% | 1% | 0% | -19 | i | -4%
